OXTR ag: human OXTR agonists, primary screen, fluorescence, CHO-OTR cells, Fluo-8 calcium; activation, % at 3 µM; Oxytocin receptor (Homo sapiens), P30559; 320,000 compounds, 0.32% hits; Fluo-8 calcium fluorescence; normalized: DMSO 0%, oxytocin 100%;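 active = activation above the mean of all tested compounds plus 3 SD, cutoff set per screening run, cut at about 20% in these data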;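 also: peak over basal fluorescence ratio from a 100 s FLIPR kinetic read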
MEKK2 mut-MEK5: MEK5 binding signal on mutant MEKK2 PB1, primary screen, biochemical, multiplex bead flow cytometry, Alexa488-MEK5; Alexa488-MEK5 binding to MEKK2 mutant; AID 1530, 2009; percent response, % at 10 µM; 290,000 compounds, 0.35% hits; in the data active = percent response above about 24%, passing the limit was not always enough; also: inactives centre near 1; some results filed as inactive read as strong as hits; reference of the scale not given here
GalR3 antag: GalR3 antagonists in HEK293 cells, primary screen, cell-based, fluorescence readout. Galanin receptor type 3 (Homo sapiens), O60755. inhibition, % at 3 µM. AID 651719, 2012. 360,000 compounds, 0.44% hits. HEK293 GalR3-CNG cAMP membrane potential fluorescence; galR3 body fused to GalR1 C-terminus;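 active = inhibition above the screen-wide average plus 3 SD, cut at about 13% in these data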;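 also: forskolin and galanin both at EC90 stimulate the cells; cAMP rise reported by CNG channel membrane potential dye signal; 0% = forskolin plus galanin with DMSO and 100% = forskolin alone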
Target sequence (O60755 1-299 limits assumed): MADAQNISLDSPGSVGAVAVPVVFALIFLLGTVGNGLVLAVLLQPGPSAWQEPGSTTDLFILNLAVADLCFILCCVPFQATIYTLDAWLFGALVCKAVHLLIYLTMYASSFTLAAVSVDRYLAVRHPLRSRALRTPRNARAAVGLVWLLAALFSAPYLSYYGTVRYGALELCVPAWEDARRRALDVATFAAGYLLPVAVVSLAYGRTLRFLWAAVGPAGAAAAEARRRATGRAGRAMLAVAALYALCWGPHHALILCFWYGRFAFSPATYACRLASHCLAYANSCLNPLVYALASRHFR
NALP1 yeast inh: NALP1 inflammasome inhibitors in reconstituted yeast, colorimetric, S. cerevisiae, triplicate retest. AID 2071, 2009. 280,000 compounds, 0.61% hits. inhibition, % at 10 µM. S. cerevisiae NALP1/ASC/caspase-1 growth, X-gal OD620, 72 h; in the data active = inhibition mostly above about 24%, no sharp cut-off; inactive = mostly below about 32%; also: some compounds called inactive have numbers as strong as hits
MEKK2 WT-MEK5: modulators of MEK5 binding to wildtype MEKK2, primary screen, biochemical, multiplex bead flow cytometry, Alexa488-MEK5. Mitogen-activated protein kinase kinase kinase 2 (Homo sapiens), Q9Y2U5. Alexa488-MEK5 binding to MEKK2 WT; actives lie on both sides. binding response (% of control), % at 10 µM. 290,000 compounds, 1.1% hits. AID 1531, 2009; in the data active = binding response below about 67% or above about 130%
PHOSPHO1 inh: PubChem AID 1565 | recombinant PHOSPHO1, absorbance phosphatase assay | Phosphoethanolamine/phosphocholine phosphatase (Homo sapiens), Q8TCT1 | inhibition, % at 13.3 µM | 290,000 compounds, 1.1% hits; in the data active = inhibition above about 60%
V1aR counter: agonists of human V1a receptor, primary screen, counter-screen for OXTR agonist project, fluorescence, CHO-V1R cells; Vasopressin V1a receptor (Homo sapiens), P37288; Fluo-8 calcium fluorescence, agonist mode; 0% DMSO, 100% 3 nM vasopressin; activation, % at 3 µM; 320,000 compounds, 0.25% hits; AID 2797, 2010;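 active = activation above the mean activation of all tested compounds plus 3 SD, per screening run, cut at about 20% in these data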;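 also: signal is peak over basal fluorescence ratio across a 100 second FLIPR read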
Target sequence (P37288 whole entry, looked up): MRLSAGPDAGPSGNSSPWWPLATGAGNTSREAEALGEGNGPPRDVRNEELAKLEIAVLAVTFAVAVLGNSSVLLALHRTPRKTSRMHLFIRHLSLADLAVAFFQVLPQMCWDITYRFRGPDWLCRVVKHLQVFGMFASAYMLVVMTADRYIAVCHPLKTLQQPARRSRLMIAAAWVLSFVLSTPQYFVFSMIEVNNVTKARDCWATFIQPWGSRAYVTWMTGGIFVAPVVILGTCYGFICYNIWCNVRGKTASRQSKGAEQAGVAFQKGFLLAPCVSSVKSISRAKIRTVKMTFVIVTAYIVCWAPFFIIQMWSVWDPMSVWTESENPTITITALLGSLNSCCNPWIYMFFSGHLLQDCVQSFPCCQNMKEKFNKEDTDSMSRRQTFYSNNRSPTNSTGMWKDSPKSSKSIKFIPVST
GPR7 antag: GPR7 receptor antagonists, primary screen, cell-based, fluorescence, single concentration. 290,000 compounds, 1.1% hits. inhibition, % at 4.4 µM. GPR7-expressing cells, fluorescence antagonist assay. AID 1861, 2009; in the data active = inhibition above about 16%, passing the limit was not always enough;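 also: cells stimulated with the agonist NPW; 0% = agonist with vehicle and 100% = vehicle without agonist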
Target sequence (P48145 whole entry, looked up): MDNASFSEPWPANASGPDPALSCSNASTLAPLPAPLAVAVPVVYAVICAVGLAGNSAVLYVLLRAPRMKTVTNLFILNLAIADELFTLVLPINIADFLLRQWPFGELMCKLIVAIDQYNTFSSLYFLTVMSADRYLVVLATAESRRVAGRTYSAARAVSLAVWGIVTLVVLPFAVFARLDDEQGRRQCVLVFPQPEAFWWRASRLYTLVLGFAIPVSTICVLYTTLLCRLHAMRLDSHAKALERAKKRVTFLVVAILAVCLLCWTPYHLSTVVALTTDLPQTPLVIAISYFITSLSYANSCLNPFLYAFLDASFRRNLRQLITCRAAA
MEKK3 PB1 HTS: modulators of MEKK3-MEK5 PB1 binding, primary screen, biochemical, wildtype MEKK3, multiplex bead flow cytometry, Alexa488-MEK5; Mitogen-activated protein kinase kinase kinase 3 (Homo sapiens), Q99759; bead-based flow cytometry, Alexa488-MEK5 binding to MEKK3; actives lie on both sides; 0 = blocked by unlabeled MEK5, 100 = vehicle; binding response (% of control), % at 10 µM; 290,000 compounds, 1.4% hits;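 active = binding response more than 3 SD above or below the average of its plate-row segment, actives on both sides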;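 also: Alexa488 bead fluorescence after subtracting the streptavidin-only scavenger bead signal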
Starred values were filed as active, the others as inactive; . = not tested or not shown.

1	O=C(Cc1csc(N2CCOCC2)n1)N/N=C/c1ccc(F)cc1
2	Cc1cc(C)nc(Nc2nc(C)c3cc4c(cc3n2)OCO4)n1
3	CCOc1ccc(C(=O)Nc2cc(=O)n(C)c(=O)n2C)cc1
4	COC(=O)c1cn(NC(=O)c2ccc(OC)c(OC)c2)c(=O)c2ccccc12
5	N#Cc1nc(COc2ccc(F)cc2)oc1N1CCCC1
6	CC(C)(C)CC(=O)Nc1nnc(SCC(=O)NC2CCCC2)s1
7	Nc1nc(Nc2ccccc2F)nc(NCc2ccccc2)c1[N+](=O)[O-]
8	CC1CC(=O)N(C)c2ccc([N+](=O)[O-])cc2N1 (configuration not stated)

Screen / compound no.,1,2,3,4,5,6,7,8
OXTR ag,0.5,0.3,-0.5,-0.1,-1.8,2.3,-3.7,0.2
MEKK2 mut-MEK5,0,0,7,-1,5,3,-2,-2
GalR3 antag,3,-3,1,2,-5,-9,-2,4
NALP1 yeast inh,10,20,.,21,17,-6,.,16
MEKK2 WT-MEK5,100,112,103,92,107,96,91,106
PHOSPHO1 inh,14,7,.,-26,-3,20,36,-1
V1aR counter,0.8,0.4,0.9,-0.3,-1.2,4.7,-1.4,1.1
GPR7 antag,-3,-5,-16,12,14,-8,-33,-11
MEKK3 PB1 HTS,100,104,104,98,105,99,95,106

9	Cc1nc2sccn2c(=O)c1S(=O)(=O)NCC1CCN(Cc2ccccc2Cl)CC1
10	Cc1ccc(C(=O)NN(CCC#N)C2=NS(=O)(=O)c3ccccc32)cc1
11	CC(=O)NC1(c2ccccc2)CCN(CC(=O)N2CCC(C)CC2)CC1
12	Cc1cc(S(=O)(=O)NCC2CC2)c(Cl)cc1Cl
13	CN(C)C(=O)c1cc(C(=O)c2ccc(F)cc2C(F)(F)F)c[nH]1
14	Cc1ccc(S(=O)(=O)N2CCC(=O)N(C(COC(=O)Nc3ccccc3)Cc3ccccc3)CC2)cc1 (configuration not stated)
15	Cn1cc(-c2nnnn2-c2ccc(Cl)cc2)c(=O)c2ccccc21
16	O=[N+]([O-])c1cc([N+](=O)[O-])c2nonc2c1Nc1ccc(O)cc1

Screen / compound no.,9,10,11,12,13,14,15,16
OXTR ag,0.2,0.6,-0.3,-2.5,9.0,0.8,0.3,-0.8
MEKK2 mut-MEK5,-4,2,-9,1,2,-5,2,10
GalR3 antag,-4,-1,0,-2,-13,-6,-1,-4
NALP1 yeast inh,27,18,9,10,2,22,-22,6
MEKK2 WT-MEK5,93,104,101,100,109,90,97,101
PHOSPHO1 inh,40,-12,33,31,20,13,6,19
V1aR counter,0.5,0.5,0.3,-1.6,6.0,1.6,0.4,0.7
GPR7 antag,3,-2,-5,-10,-13,-2,-1,-9
MEKK3 PB1 HTS,97,103,104,102,105,87,99,104

17	Cc1cccc(NC(=O)CSc2nc3ccccc3nc2N2CCCC2)c1
18	COc1ccc(CN2CCC(Oc3ccc(C(=O)NCc4ccccn4)cc3)CC2)c(F)c1
19	COc1cc2c(cc1OC)C(C(=O)N1CCN(c3ccccn3)CC1)C(c1cccs1)N(C)C2=O (configuration not stated)
20	CC(C)[C@H](N)c1nnc(SC/C=C/c2ccccc2)o1
21	C=CC1C(N2CCOCC2)C(C)(C)S1(=O)=O (configuration not stated)
22	O=C(N/C(=C\c1ccccc1)C(=O)N1CCOCC1)c1ccccc1Cl
23	COc1ccc(Cl)cc1C(=O)NNC(=O)CSc1nnnn1C
24	CC(C)[C@@H](C(=O)NCC1CCCO1)N1C(=O)N2CCc3c([nH]c4ccccc34)[C@@]2(C)C1=O (some centres not stated)

Screen / compound no.,17,18,19,20,21,22,23,24
OXTR ag,-0.6,0.8,-1.8,0.6,0.0,0.7,0.6,0.0
MEKK2 mut-MEK5,-12,-1,.,2,15,8,0,4
GalR3 antag,.,-4,2,-2,3,5,-5,1
NALP1 yeast inh,11,11,-4,2,12,0,5,-6
MEKK2 WT-MEK5,84,97,.,104,105,106,108,101
PHOSPHO1 inh,0,21,50,41,-6,63*,12,8
V1aR counter,-0.2,2.3,-1.7,0.1,4.2,0.6,1.0,0.0
GPR7 antag,1,-5,-5,-9,0,-13,-8,5
MEKK3 PB1 HTS,94,93,.,102,106,103,109,101

Down the list, quoted from above:
Compounds 17–24 in GalR3 antag: ., -4, 2, -2, 3, 5, -5, 1
Compounds 17–24 in MEKK2 mut-MEK5: -12, -1, ., 2, 15, 8, 0, 4
Compounds 17–24 in MEKK3 PB1 HTS: 94, 93, ., 102, 106, 103, 109, 101

Remaining list, next part
25	COc1ccc(CN2CCC(Cc3ccccc3)CC2)cc1OC
26	COc1ccc(C(C)=O)cc1COC(=O)c1cccnc1Cl
27	CCOc1ccccc1NC(=O)C1CCN(S(=O)(=O)c2ccc(OC)c(OC)c2)CC1
28	CCCCc1n[nH]c(=S)n1Cc1ccccc1
29	COc1ccc(N2CCN(CC(=O)N3c4ccccc4CC3C)CC2)cc1 (configuration not stated)
30	O=C(CN1CCCc2ccccc21)NC(=O)NC1CCCCC1
31	Nc1nc(SCC(=O)N2CCc3ccccc32)[nH]c(=O)c1-c1ccccc1
32	Cc1cccc(NC(=O)c2sc3ncn(CC(=O)N4CCN(c5ccccn5)CC4)c(=O)c3c2C)c1

Screen / compound no.,25,26,27,28,29,30,31,32
OXTR ag,0.9,-0.9,-0.6,-1.4,-0.4,-0.3,-0.3,0.4
MEKK2 mut-MEK5,12,1,-8,1,7,-5,-4,-3
GalR3 antag,-5,-8,-5,-5,-8,-5,-10,4
NALP1 yeast inh,-4,5,-7,-6,2,2,20,8
MEKK2 WT-MEK5,120,98,93,101,109,98,93,99
PHOSPHO1 inh,24,12,14,-35,-25,36,19,33
V1aR counter,1.1,0.6,0.1,-0.5,0.3,0.8,-0.7,1.9
GPR7 antag,0,2,2,-1,-2,-5,-9,9
MEKK3 PB1 HTS,107,102,88,100,103,109,93,101

33	Cn1ccnc1SCC(=O)Nc1ccc2ccccc2c1
34	Cc1ccccc1-c1nnc(NC(=O)CSc2nc3ccccc3s2)s1
35	Nc1ccc2c3c(cccc13)C(=O)N(c1ccccc1)C2=O
36	CCc1ccc(NC(=S)N(Cc2cccc(Br)c2)CC2CCC(C(=O)O)CC2)cc1 (configuration not stated)
37	Cc1cc(C(=O)CSc2n[nH]c(-c3ccccc3F)n2)c(C)n1Cc1cccs1
38	CCCCn1c(SCC(=O)N2CCc3ccccc32)nnc1-c1ccncc1
39	CCNC(=O)n1nccc1C(C)Oc1ccccc1 (configuration not stated)
40	COC(=O)CCc1c(C)nn(-c2ccccc2)c1C

Screen / compound no.,33,34,35,36,37,38,39,40
OXTR ag,0.0,0.3,.,0.3,4.3,-0.1,-0.7,-1.1
MEKK2 mut-MEK5,1,12,4,0,-6,3,-1,6
GalR3 antag,-5,.,-5,-7,3,-4,-3,-2
NALP1 yeast inh,-1,28,20,2,-5,.,4,21
MEKK2 WT-MEK5,96,101,101,100,93,111,109,107
PHOSPHO1 inh,44,-1,8,14,52,0,32,-12
V1aR counter,-1.1,-0.6,.,0.6,4.6,0.1,-0.6,1.3
GPR7 antag,-1,-5,19,-12,-1,-9,-3,-6
MEKK3 PB1 HTS,96,110,102,102,96,115,106,104

Compounds from the list above that contain a cyano group (two):
5	N#Cc1nc(COc2ccc(F)cc2)oc1N1CCCC1
10	Cc1ccc(C(=O)NN(CCC#N)C2=NS(=O)(=O)c3ccccc32)cc1

Screen / compound no.,5,10
OXTR ag,-1.8,0.6
MEKK2 mut-MEK5,5,2
GalR3 antag,-5,-1
NALP1 yeast inh,17,18
MEKK2 WT-MEK5,107,104
PHOSPHO1 inh,-3,-12
V1aR counter,-1.2,0.5
GPR7 antag,14,-2
MEKK3 PB1 HTS,105,103

More compounds:
41	COc1cc(C(=O)NCCc2c[nH]c3ccccc23)ccc1OCc1c(C)noc1C
42	Cc1cccc(OCCCC(=O)Nc2nccs2)c1C
43	Cc1c(C(=O)O)cccc1N1C(=O)Nc2ccccc2N1O
44	CCOC(=O)c1nc(S(C)(=O)=O)ncc1Cl
45	O=C(CSc1nc2ccccc2o1)N1c2ccccc2Sc2ccccc21
46	Cc1ccc(C)c(OCC(=O)NC2CCCCCC2)c1
47	O=C(NCCc1ccccc1)/C(=C/c1ccco1)c1ccccc1
48	O=C(O)c1cc(NCc2ccccc2C(F)(F)F)ccc1N1CCOCC1

Screen / compound no.,41,42,43,44,45,46,47,48
OXTR ag,4.3,0.4,-0.8,-0.4,0.7,-0.2,-2.4,-1.5
MEKK2 mut-MEK5,-4,-30,-2,-5,-2,6,-1,-6
GalR3 antag,-1,-12,2,-6,-3,2,0,0
NALP1 yeast inh,-3,.,14,0,13,10,25,2
MEKK2 WT-MEK5,100,76,95,95,96,110,97,94
PHOSPHO1 inh,4,24,-1,6,-5,18,3,-10
V1aR counter,2.0,-0.4,0.0,0.3,1.5,0.0,-1.0,-0.1
GPR7 antag,3,11,-9,-7,-5,-3,-1,-4
MEKK3 PB1 HTS,93,89,97,87,98,100,95,96

49	C=CSc1sc(Cl)c(N(CC)CC)c1[N+](=O)[O-]
50	Cc1ccc(CNC(=O)C(CC(C)C)OC(=O)c2ccco2)cc1 (configuration not stated)
51	CSCC[C@H](NC(=O)C1CCN(S(=O)(=O)c2ccc(C)cc2)CC1)C(=O)NC1CCS(=O)(=O)C1 (some centres not stated)
52	CCOC(=O)Cn1nc(/C=C/c2ccc(OC)cc2)ccc1=O
53	Fc1ccc(OCc2nnc(-c3ccccc3Br)o2)c(Cl)c1
54	CSc1ccc(Cl)c(C(=O)Nc2nccs2)c1
55	O=C(Nc1ccc2c(c1)OCCO2)c1ccc(S(=O)(=O)N2CCCCC2)cc1
56	CC(C(=O)N1CCN(Cc2ccc3c(c2)OCO3)CC1)n1cc([N+](=O)[O-])cn1 (configuration not stated)

Screen / compound no.,49,50,51,52,53,54,55,56
OXTR ag,0.9,-1.1,-0.8,2.8,-1.1,-1.8,-1.3,0.6
MEKK2 mut-MEK5,.,-5,-3,3,2,-15,-4,0
GalR3 antag,-2,-3,7,-3,-1,2,-6,-8
NALP1 yeast inh,-1,-54,25,.,9,.,5,12
MEKK2 WT-MEK5,.,93,99,105,103,73,95,100
PHOSPHO1 inh,-33,19,-18,.,30,38,11,45
V1aR counter,0.6,0.1,1.0,2.1,-0.7,-0.2,1.8,1.3
GPR7 antag,-12,3,-4,-13,-10,-5,13,-9
MEKK3 PB1 HTS,.,101,101,102,101,70,100,103

57	Nc1nc(-c2ccc(Oc3ccccc3)cc2)cs1
58	CCN(CC)c1nc(N)nc(N(c2ccccc2)c2ccccc2)n1
59	Cc1ccc(S(=O)(=O)NCC(=O)N(CC(=O)NCc2ccco2)Cc2ccccc2)cc1
60	Cc1ccc(-c2nc(CS(=O)CC(=O)N3CCN(c4ccccc4)CC3)c(C)o2)cc1 (configuration not stated)
61	Clc1ccc(SCCCCN2CCOCC2)cc1

Screen / compound no.,57,58,59,60,61
OXTR ag,-1.1,-1.1,1.9,4.1,1.1
MEKK2 mut-MEK5,2,0,0,1,-1
GalR3 antag,-6,-6,-9,-7,-1
NALP1 yeast inh,98*,20,-2,3,46
MEKK2 WT-MEK5,97,102,103,103,99
PHOSPHO1 inh,32,-19,51,7,2
V1aR counter,-0.2,-1.6,0.8,4.3,0.7
GPR7 antag,-6,-13,1,-18,-9
MEKK3 PB1 HTS,100,100,103,102,102
